# GCN5L2 inh = qHTS Assay for Inhibitors of GCN5L2 | GCN5L2 HAT assay, ThioGlo1 CoA-SH fluorescence | Potency, µM (highest dose often 58.9 µM), for the others: at the top dose activity change, negative = inhibition, most hits filed as inhibitors | 390,000 compounds, 0.21% hits
#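 Free CoA generated was detected with ThioGlo1 (50uM) fluorescence at Ex340nm/Em540nm, read immediately and after 20 min at room temperature. Enzyme, 20 nM in HEPES pH 7.5 buffer, saw compounds 15 min before adding 75uM H3(1-25) peptide and 70uM acetyl-CoA.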
# FEN1 inhibitor = qHTS Assay for the Inhibitors of Human Flap endonuclease 1 (FEN1); P39748; Recombinant FEN1 flap cleavage, fluorescence, 15 min; Potency, µM (top dose mostly 114 µM), without a hit: top-dose activity change, negative = inhibition, most hits filed as inhibitors; 390,000 compounds, 0.35% hits; note: nearly all actives have a fitted effect of over 65% in size
# Target sequence (P39748 whole entry, looked up): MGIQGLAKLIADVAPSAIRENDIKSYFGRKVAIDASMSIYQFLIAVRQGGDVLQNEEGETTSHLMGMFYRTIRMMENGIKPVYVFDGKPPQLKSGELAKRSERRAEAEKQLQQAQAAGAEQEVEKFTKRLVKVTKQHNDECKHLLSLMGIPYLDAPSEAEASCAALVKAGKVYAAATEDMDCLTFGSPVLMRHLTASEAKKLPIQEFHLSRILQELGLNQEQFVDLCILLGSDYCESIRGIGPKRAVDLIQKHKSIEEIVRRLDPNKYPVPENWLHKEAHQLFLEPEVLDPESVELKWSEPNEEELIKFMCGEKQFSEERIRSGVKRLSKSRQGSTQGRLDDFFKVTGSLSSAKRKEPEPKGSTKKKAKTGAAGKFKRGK
#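 Quantitative HTS format: each compound was titrated, incubated with 10 nM nuclease for 15 min at room temperature, then challenged with flap substrate at 50 nM final. Signal change over 15 min gave concentration–effect curves.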
# TDP1 cell CPT = qHTS for Inhibitors of human tyrosyl-DNA phosphodiesterase 1 (TDP1): qHTS in cells in presence of CPT; chicken DT40 Tdp1-/-;hTDP1 cells + 20 nM CPT, ATP luminescence, 48 h; Potency, µM (doses to about 46.2 µM), without a hit: at the top dose activity change, negative = growth inhibition, actives largely listed as inhibitors; 420,000 compounds, 12% hits; note: nearly all actives have a fitted effect of over 55% in size
#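 Chicken DT40 Tdp1-/- cells complemented with human TDP1, 400 cells/well, exposed to compounds plus 20 nM camptothecin for at least 48 h at 37 C; viability read as ATP content by CellTiter-Glo luminescence.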
# Active calls of the source: *; u = inconclusive; x = no result given; & = joins results of further samples; [ ] = dose if it differs, or a comment. Calls come from the whole dose curve; as a rule, active = well fitted curve in the direction sought with a large enough effect; inconclusive = small, poorly fitted or top-dose-only effect, or another doubt; inactive = no such curve, though single readings can be large; an effect the other way counts as inactive or inconclusive. % is set by controls: 0 for no effect and ±100 for the full control effect; potency is the fitted concentration of half-maximal effect.
# Fields – GCN5L2 inh, FEN1 inhibitor, TDP1 cell CPT
COc1cc2[nH]c(=O)n(Cc3ccc(C(=O)N4CCN(c5cc(Cl)ccc5C)CC4)cc3)c(=O)c2cc1OC
    -1%, 0%, 2.3µM*
COC(=O)C1=C(C)N(Cc2ccccc2)C(=NCCCCO)N[C@H]1c1ccccc1
    -4%&0%, -16%, u
CSC(=NC#N)N1CCN(c2cccc(Cl)c2)CC1
    -5%, 4%, -5%
Cc1nc2ccccn2c1C(=O)NN=C1CCCC1
    1%, -5%, -2%
COc1cccc(-c2cn(-c3cccc(C(F)(F)F)c3)c(=S)[nH]2)c1
    -9%, -15%, -5%
CCc1ccc(NC(=O)c2ccc(F)c(S(=O)(=O)N(C)C3CCCCC3)c2)cc1
    -3%, -13%, u
Cc1ccc(NNC(=O)c2sccc2Cl)c(C)c1
    x, -1%, u
Cc1ccc(S(=O)(=O)N2CC(C)N(S(C)(=O)=O)C2)cc1 (stereo unspecified)
    -4%, -12%, 7%
O=C(Nc1cccc(-c2nnc(-c3ccccc3)o2)c1)c1ccco1
    -2%, 4%, -26%
CCn1cc(CCCC(=O)NCc2cccnc2)c2ccccc21
    3%, -2%, -3%
O=C(CCC1CCCC1)N1CCN(C(=O)c2ccco2)CC1
    -1%, -3%, u
CCCN1CCC(=O)N([C@H](CN=[N+]=[N-])CC(C)C)CC1
    -7%, -14%, u
Cc1cc(C)c(C#N)c(SCC(=O)Nc2cccc(S(=O)(=O)N3CCCC3)c2)n1
    1%, -5%, -18%
COc1ccc(Nc2oc(-c3ccco3)nc2S(=O)(=O)c2ccc(F)cc2)cc1
    -10%, -22%, u
CC1CCc2[nH]nc(C(=O)O)c2C1 (stereo unspecified)
    -3%, 19%, -7%
Cc1ccc(C)c(Cn2c(C)c(CNCc3ccc(F)cc3)c(C(=O)O)c2C)c1
    3%, -8%, u
COC(=O)[C@H]1C[C@H]1[C@@H](NC(=O)c1cccnc1)c1ccccc1
    x, 14%&4%, -1%
S=c1[nH]nc(C2CCCCC2)n1/N=C/c1ccccc1
    -4%, -12%, -7%
CCCc1nc(NC(=O)c2ccccc2)nc(NC(=O)c2ccccc2)n1
    -20%, -1%, u
CCOc1ccc(NC(=O)COC(=O)CCS(=O)(=O)c2ccc(C)cc2)cc1
    -1%, 2%, 5%
COc1ccc(NS(=O)(=O)c2ccc3[nH]c4c(c3c2)CCCCC4)cc1
    -2%, 3%, 16µM*
Cc1cc(C)n2nc3ccccc3c2n1
    -6%, -15%, 7%
CCOC(=O)c1cccc(NC(=O)CC2C(=O)N(c3ccc(C)cc3)C(=O)N2Cc2cccc(OC)c2)c1 (stereo unspecified)
    -10%, -2%, 18µM*
CCOC(=O)C(NC(C)=O)C(OC(C)=O)c1cccc(N(CCO)CCO)c1 (stereo unspecified)
    -2%, -8%, -1%
CCCc1ccc2oc(C(=O)NCCc3nc(C(=O)OCC)cs3)c(C)c2c1
    -3%, -20%, u
COc1cc(S(=O)(=O)NCc2ccccc2)ccc1F
    0%, 1%, -16%
COc1cc(/C=C2\CCCc3c2nc2ccccc2c3C(=O)O)cc(OC)c1O
    -15%, 45µM*, u
COc1ccc(NS(=O)(=O)c2cc(NC(=O)c3nn(C)c(=O)c4ccccc34)ccc2OC)cc1
    -17%, 1%, u
CCOc1cc(O)c(-c2[nH]ncc2-c2nc(C)cs2)cc1CC
    -8%, 0%, 23µM*
COc1ccccc1NC(=S)NCCSc1ccc(Cl)cc1
    -7%, 36%[activator], -2%
COc1ccccc1CCC(=O)N1CCN(S(=O)(=O)c2cccc(F)c2)CC1
    -1%, 8%, -3%
CCOC(=O)COn1c(=O)c(-c2ccccc2)[n+]([O-])c2ccccc21
    1%, 6%, 0%
C=CCn1c(SCC(=O)NCC(c2ccccc2)N(C)C)nc2sc3c(c2c1=O)CCC3 (stereo unspecified)
    x, -16%, -25%
CCCCn1c(=O)n(C)c(=O)c2c3c(sc21)COC(C)(C)C3
    1%, 1%, u
Cc1ccc(C(=O)c2sc(Nc3ccccc3F)c(S(=O)(=O)c3ccccc3)c2N)c(C)c1
    -6%, 2%, x
COc1cc(C(=O)NCCOC(=O)c2cccc(N(C)C)c2)cc(OC)c1OC
    -3%, -3%, 7%
COc1cc(OC)cc(C(=O)OCC(=O)NCCCc2ccccc2)c1
    u, -19%, -14%
COc1ccc(CCNC(=O)c2ccc(Cn3c(SCC(=O)NCCC(C)C)nc4cc5c(cc4c3=O)OCO5)cc2)cc1OC
    16%, 17%, 0%
COc1ccc(CCNC(=O)COC(=O)C2CC2)cc1OC
    -6%, -1%, -1%
Cc1ccc(C(=O)NCCCNC(=O)c2ccccc2F)cn1
    5%, 1%, 5%

# Three compounds out of the list, arranged by length of the SMILES, descending:
# Fields – GCN5L2 inh, FEN1 inhibitor, TDP1 cell CPT
COc1ccc(NS(=O)(=O)c2cc(NC(=O)c3nn(C)c(=O)c4ccccc34)ccc2OC)cc1
    -17%, 1%, u
COc1cc(C(=O)NCCOC(=O)c2cccc(N(C)C)c2)cc(OC)c1OC
    -3%, -3%, 7%
COc1ccc(CCNC(=O)COC(=O)C2CC2)cc1OC
    -6%, -1%, -1%

# (cont.)
# Fields – GCN5L2 inh, FEN1 inhibitor, TDP1 cell CPT
O=C(Cc1ccc(F)cc1)N1CCC(CC2CC(c3ccc(Cl)cc3)=NO2)(C(=O)NCC2CCCCC2)CC1 (stereo unspecified)
    -1%, -25%, u
Cc1onc(-c2ccccc2)c1C(=O)n1nnc2ccccc21
    -2%, -4%, u
CCn1cc(C(=O)N2CCN(c3ccc(C(C)=O)cc3)CC2)c2cc(OC)c(OC)cc2c1=O
    -3%&-10%, 0%&1%, u
O=C(NCC12CC3CC(CC(C3)C1)C2)c1nn2c(c1Cl)NC(c1ccco1)CC2C(F)(F)F (stereo unspecified)
    -15%, -15%, u
O=C(O)c1cc(-c2ccco2)nc2ccccc12
    u, 40µM*, -4%
Cc1ccc(NC(=O)CN2CCc3cc4c(cc3C2)OCCCO4)cc1C
    -7%, 2%, u
CC1C2C(c3ccccc3)N(C)C(=O)N(C)C2N(C)C(=O)N1C (stereo unspecified)
    -2%, 12%, -1%
COc1ccc(C(C(=O)NCC2CCCO2)N(C(=O)CNC(=O)c2ccco2)c2cc(C)cc(C)c2)cc1OC (stereo unspecified)
    -1%, 2%, -5%
Cc1ccc(C(=O)CN(C(=O)c2ccc(Cl)cc2)N2C(=O)c3ccccc3C2=O)cc1
    2%, 9%, -24%
CCOc1ccc(Cl)cc1S(=O)(=O)N1CCC(C(=O)NCc2ccccn2)CC1
    2%, 1%, 1%
Cn1cc(-c2cc3n(n2)CCC(=O)N3CCCC(=O)NCc2ccccc2Cl)c2ccccc21
    -2%, 12%, 16µM*
Nc1ncnc2c1ncn2[C@@H]1O[C@H](CNC(=O)[C@H](N)Cc2cscn2)[C@@H](O)[C@H]1O
    -1%, 10%, 6%
N#CCCN(C(=O)CSc1ccc2c(c1)OCCO2)c1ccccc1
    -8%, -15%, -17%
CC(C)(C)[C@H]1C=C(C(=O)N2CCN(Cc3ccc4c(c3)OCO4)CC2)O[C@@H](OCc2ccc(CO)cc2)C1
    -6%, -16%, 21µM*
NC(=O)c1ccc2c(=O)n3c(-c4cccs4)csc3nc2c1
    -2%, -7%, -23%
CCC(=O)c1ccc(OCC(=O)Nc2ccccc2N2CCCCC2)cc1
    u, 18%, 2.6µM*
CCNC(=S)NNC(=O)c1cc(C)on1
    u, -2%, -6%
COc1ccc(-c2noc(C3CCCN(C(=O)c4ccccc4C)C3)n2)cc1 (stereo unspecified)
    -20%, 9%, 16µM*
COc1ccc(OCCC(=O)OCc2c(C)noc2C)cc1
    -7%, -7%, -13%
COc1ccccc1C1=CC(=O)C[C@H](c2ccc(Cl)cc2)C1
    -11%, 0%, 15µM*

# Of the compounds above, 6 contain an NH in an aromatic ring:
# Fields – GCN5L2 inh, FEN1 inhibitor, TDP1 cell CPT
COc1cc2[nH]c(=O)n(Cc3ccc(C(=O)N4CCN(c5cc(Cl)ccc5C)CC4)cc3)c(=O)c2cc1OC
    -1%, 0%, 2.3µM*
COc1cccc(-c2cn(-c3cccc(C(F)(F)F)c3)c(=S)[nH]2)c1
    -9%, -15%, -5%
CC1CCc2[nH]nc(C(=O)O)c2C1 (stereo unspecified)
    -3%, 19%, -7%
S=c1[nH]nc(C2CCCCC2)n1/N=C/c1ccccc1
    -4%, -12%, -7%
COc1ccc(NS(=O)(=O)c2ccc3[nH]c4c(c3c2)CCCCC4)cc1
    -2%, 3%, 16µM*
CCOc1cc(O)c(-c2[nH]ncc2-c2nc(C)cs2)cc1CC
    -8%, 0%, 23µM*

# Following part
# Fields – GCN5L2 inh, FEN1 inhibitor, TDP1 cell CPT
COCCC1CCCCN1C(=O)c1ccc(OC2CCN(C(C)=O)CC2)c(OC)c1 (stereo unspecified)
    -8%, -1%, -12%
O=C(O)CCn1c(=O)[nH]c2ccccc2c1=O
    -2%, 0%, 1%
Cc1cc(=O)oc2c3c(cc(OCC(=O)NCc4ccco4)c12)OC(C)(C)CC3
    -1%, -6%, u
CC(=O)c1ccc(NC(=O)COC(=O)CCC2CCCC2)cc1
    -7%, 4%, -18%
CS(=O)(=O)N(CC(=O)N/N=C/c1cc([N+](=O)[O-])ccc1Cl)c1ccccc1
    -5%, -9%, u
Cc1ccc(C)c(S(=O)(=O)N/N=C/c2ccc(N(C)C)cc2)c1
    -13%, 2%, 3%
CC1CCCCN1C(=O)C1CCCCN1S(=O)(=O)c1cccc([N+](=O)[O-])c1 (stereo unspecified)
    -4%, 9%, u
CNC(=S)N(C)c1ccccc1
    2%, 0%, -8%
Cc1ccc(-n2ncc3c2CC(C)(C)CC3NC(=O)c2ccccn2)cc1 (stereo unspecified)
    -3%, -20%, u
CCn1nnc(-c2ccccc2NC(=O)c2cccc(-n3cnnn3)c2)n1
    2%, -9%, -10%
CCC1CCc2c(sc(NC(=O)C3c4ccccc4Oc4ccccc43)c2C(N)=O)C1 (stereo unspecified)
    u, -4%, u
CC(C)C[C@H]1CN=C(Nc2ccccc2)N1CCC1CCCC1
    -9%, -5%, u
O=C(OCc1ccc(Cl)c(Cl)c1)c1cccnc1Cl
    -6%, -10%, 20%
CCN(c1ccccc1)S(=O)(=O)c1cc(C(=O)Nc2ccc(F)c(F)c2)ccc1F
    -17%, -13%, 23µM*
CCn1cc([N+](=O)[O-])c(C(=O)N2CCCc3ccccc32)n1
    -3%, 13%, 6%
Cc1cc(C(=O)CSc2nnnn2-c2ccccc2)c(C)n1CC1CCCO1 (stereo unspecified)
    -5%, -7%, -22%
C=CCn1c(SCC(=O)Nc2cc(C)ccc2C)nnc1-c1cnccn1
    4%, -1%, -4%
CCCOc1cccc(C(=O)Nc2cc(-c3nc4ccccc4[nH]3)ccc2C)c1
    1%, -28%, 16µM*
NC(=O)c1ccc(NCC2COc3ccccc3O2)c([N+](=O)[O-])c1 (stereo unspecified)
    -7%, -7%, -25%
COc1ccccc1COCC(O)CN(Cc1ccco1)Cc1ccccc1O (stereo unspecified)
    -1%, 1%, u
CCN(C(=O)CSc1nnc(-c2ccc(F)cc2)n1C)C1CCS(=O)(=O)C1 (stereo unspecified)
    -1%, 13%, -1%
CN1CCN(c2ccccc2NC(=O)c2cccc([N+](=O)[O-])c2)CC1
    -14%, -10%, -5%
CC(=O)O/N=C/c1c(Cl)n(C)c2ccccc12
    -12%, 1%, -10%
CC1CCCCN1CCn1c(=S)[nH]c2ncccc2c1=O (stereo unspecified)
    0%, 7%, -25%
O=C(Nc1nc2ccc(F)cc2s1)Oc1ccccc1
    3%, 6%, -13%
CCOC(=O)c1nn(-c2cccc(Cl)c2)c2nc(CC(C)C)c(C#N)c(=O)n12
    -8%, -16%, u
Cc1ccccc1OCc1nnc(SCc2cc(=O)c3ccccc3[nH]2)n1C
    9%, -14%, 13µM*
Cc1ccccc1NC(=O)C1CCCN(S(=O)(=O)c2cnc[nH]2)C1 (stereo unspecified)
    -4%, 1%, -11%
CCN(CC)CCCNC(=O)c1oc2ccc3c(c2c1C)C(O)CC(C)(C)O3 (stereo unspecified)
    1%, -11%, 2%
CC(NC(=O)COC(=O)/C(=C/c1cccs1)c1cccs1)c1ccccc1 (stereo unspecified)
    -14%, -18%, u
CCOC(=O)c1c(S(=O)(=O)N2CCN(C)CC2)c(C)n(C)c1C
    1%, 22%, 2%
O=C(NCCN1CCOCC1)c1cnn2c1NC(c1cccs1)CC2C(F)(F)F (stereo unspecified)
    -5%, 5%, -16%
Cc1ccc(N/N=C(\Cc2nc3ccccc3[nH]2)c2ccccc2)cc1
    -2%, 8%, 0.82µM*
Cc1ccc(S(=O)(=O)NCCC(=O)NCCSc2ccc(Br)cc2)cc1
    -1%, -5%, -5%
COc1cccc(C(=O)OCC(=O)NCC2CCCO2)c1 (stereo unspecified)
    1%, 1%, -11%

# Some of the compounds tested; the hit share may differ from the screen's.
